BCLXL inh: inhibitors of human Bcl-xL, primary screen, biochemical, fluorescence polarization, HTS; AID 2129, 2009; inhibition, % at 10.9 µM; Bcl-2-like protein 1 (Homo sapiens), Q07817; hit rate 0.7% among 320,000; GST-Bcl-xL / FITC-Bim BH3 peptide fluorescence polarization;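 active means inhibition above the mean of all tested compounds plus 3 SD, cutoff set per campaign, cut at about 30% in these data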;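 further: 0% = DMSO wells and 100% = unlabeled Bim-BH3 peptide competitor; inhibitors lower millipolarization by displacing the labeled peptide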
Target sequence (Q07817 whole entry, looked up): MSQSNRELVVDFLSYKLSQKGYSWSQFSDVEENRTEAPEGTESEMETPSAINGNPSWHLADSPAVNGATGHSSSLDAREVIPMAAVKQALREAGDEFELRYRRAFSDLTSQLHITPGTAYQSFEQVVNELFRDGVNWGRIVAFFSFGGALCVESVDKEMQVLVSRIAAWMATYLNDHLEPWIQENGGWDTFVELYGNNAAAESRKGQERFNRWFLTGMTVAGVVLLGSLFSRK
Fam108B inh: mouse Fam108B serine hydrolase inhibitors, primary screen, counter-screen for RBBP9 inhibitor project, biochemical, fluorescence polarization. AID 1947, 2009. hit rate 0.33% among 300,000. inhibition, % at 9.51 µM. recombinant Fam108B, FP-Rh probe fluorescence polarization;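 active means inhibition above the screen mean inhibition plus 3 SD, computed separately per campaign, cut at about 18% in these data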;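 further: inhibitors lower polarization as less probe binds the enzyme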
GRK2 aptamer HTS: compounds blocking aptamer binding on GRK2 – biochemical, human GRK2, bead flow cytometry, HTS, primary screen. Beta-adrenergic receptor kinase 1 (Homo sapiens), P25098. FAM-aptamer displacement from GRK2. inhibition of aptamer binding, % at 10 µM. hit rate 0.59% among 330,000. AID 488847, 2010;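 active means inhibition of aptamer binding above 40%, roughly 3 SD of noise, on plates passing a quality check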;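 further: median bead fluorescence of bound FAM aptamer so fluorescent compounds give negative values; no value below 0 was filed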
GLD-1 TGE inh: GLD-1/TGE RNA complex disruptors, primary screen, biochemical, fluorescence polarization | Female germline-specific tumor suppressor gld-1 (Caenorhabditis elegans), Q17339 | hit rate 0.44% among 320,000 | inhibition, % at 5.96 µM | purified GLD-1 + fluorescein TGE RNA | AID 2280, 2010;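 active means percent inhibition above a per-plate cutoff, the plate mean of test compounds plus 3 SD, cut at about 30% in these data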;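 further: 0% = DMSO wells with GLD-1 and probe and 100% = wells lacking GLD-1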
Target sequence (Q17339 whole entry, looked up): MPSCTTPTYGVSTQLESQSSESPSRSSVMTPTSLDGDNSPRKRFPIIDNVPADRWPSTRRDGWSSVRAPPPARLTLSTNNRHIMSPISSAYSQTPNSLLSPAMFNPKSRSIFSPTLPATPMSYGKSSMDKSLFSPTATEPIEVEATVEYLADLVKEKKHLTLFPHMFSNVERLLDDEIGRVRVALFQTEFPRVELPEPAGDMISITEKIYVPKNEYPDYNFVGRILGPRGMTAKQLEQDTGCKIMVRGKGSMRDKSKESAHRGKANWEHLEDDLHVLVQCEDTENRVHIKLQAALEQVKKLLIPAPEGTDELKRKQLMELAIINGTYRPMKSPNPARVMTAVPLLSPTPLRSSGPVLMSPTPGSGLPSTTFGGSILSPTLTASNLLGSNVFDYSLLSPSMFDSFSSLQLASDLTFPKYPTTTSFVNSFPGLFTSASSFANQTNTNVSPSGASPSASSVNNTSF
VLA-4 inh: inhibition in human VLA-4 binding assay, primary screen, VLA-4 allosteric modulator project, MLPCN library, flow cytometry, VLA-4 expressing cells. ligand binding flow cytometry. inhibition, % (about 7 µM as worked out from the volumes in the protocol). AID 2557, 2010. Integrin alpha-4 (Homo sapiens), P13612. hit rate 0.2% among 330,000; in the data active means inhibition above about 50%
AGP1-GFP MLPCN: modulators of AGP1-GFP expression in yeast TOR pathway, primary screen, cell-based, multiplex flow cytometry, S. cerevisiae, MLPCN library; 3 h; GFP as percent of DMSO wells; GFP response vs DMSO, % at 10 µM; hit rate 0.02% among 320,000; AID 2066, 2009;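 active means GFP response relative to DMSO above a set limit, near screen average plus 3 SD, cut at about 150% in these data; inconclusive means fewer than 70 cells counted for the yeast strain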;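 further: median GFP channel fluorescence of the gated AGP1 strain per well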
CIT2 TOR yeast: modulators of CIT2-GFP expression in yeast, primary screen, S. cerevisiae, GFP fusion, multiplex flow cytometry, MLPCN library | GFP response vs DMSO, % at 10 µM | S. cerevisiae CIT2-GFP strain, 3 h; 100 means same as DMSO wells | AID 2029, 2009 | hit rate 0.065% among 320,000;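 active means GFP response relative to DMSO above a set limit, near the screen mean plus 3 SD, cut at about 150% in these data; inconclusive means Fewer than 70 cells measured for a yeast strain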;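 further: ratio of well median GFP fluorescence to mean of DMSO wells on the plate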
MEX-5 binding: MEX-5 zinc finger RNA-binding disruptors – biochemical, C. elegans, fluorescence polarization, MLPCN library, primary screen. MEX-5/FITC-TCR2 RNA binding; stronger effect = lower value. activity score (negative = inhibition of binding), % at 10 µM. hit rate 0.38% among 300,000. AID 1832, 2009;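 active means inhibition past about -25% in most replicates, and total fluorescence under double the plate's negative control median, limit read from the data; inconclusive means replicates evenly split on the limit, or fluorescence at least double controls; inactive means too little inhibition in most replicates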;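 further: 0% = DMSO and -100% = 5 µM competing unlabeled TCR2 RNA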
MCL1 BIM primary: inhibitors of MCL1 binding to BIM-BH3, primary screen, biochemical, fluorescence polarization. Induced myeloid leukemia cell differentiation protein Mcl-1 (Homo sapiens), Q07820. GST-MCL1 / FITC-Bim-BH3 fluorescence polarization. inhibition, % at 10.9 µM. hit rate 0.68% among 320,000. AID 2057, 2009;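 active means inhibition above the mean inhibition of all tested compounds plus 3 SD, set per campaign, cut at about 40% in these data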;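 further: 0% = DMSO wells and 100% = unlabeled Bim-BH3 peptide control; higher means more loss of mP so more displacement of Bim peptide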
Target sequence (Q07820 whole entry, looked up): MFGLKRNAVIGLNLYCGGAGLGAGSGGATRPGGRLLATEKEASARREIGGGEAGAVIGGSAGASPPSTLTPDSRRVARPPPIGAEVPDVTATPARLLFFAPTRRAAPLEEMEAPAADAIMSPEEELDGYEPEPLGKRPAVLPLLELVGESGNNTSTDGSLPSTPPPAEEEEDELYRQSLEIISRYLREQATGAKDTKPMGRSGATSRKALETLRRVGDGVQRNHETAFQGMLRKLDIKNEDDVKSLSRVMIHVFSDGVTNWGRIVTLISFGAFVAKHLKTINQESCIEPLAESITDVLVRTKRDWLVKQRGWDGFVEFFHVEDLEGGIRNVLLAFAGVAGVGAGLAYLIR
* hit, by the source's call; ? = inconclusive; / = not tested or not shown; [ ] = another dose, or the depositor's remark.

structure,Fam108B inh,GLD-1 TGE inh,MEX-5 binding,MCL1 BIM primary,GRK2 aptamer HTS,AGP1-GFP MLPCN,BCLXL inh,CIT2 TOR yeast,VLA-4 inh
O=C(NCc1ccc2c(c1)OCO2)c1ccc(CN2CCc3ccccc3C2)cc1,4.1,6.3,0.7,3.8,0.0,106.3,4.4,99.2,6.7
Cc1ccc(S(=O)(=O)N(C)C)cc1NC(=O)COC(=O)CSc1ccccc1,-1.5,1.3,1.6,-4.0,0.0,97.7,-0.6,91.2,1.8
CCC(=O)NC(=S)NNC(=O)c1ccccc1[N+](=O)[O-],-1.1,4.2,-4.0,16.9,1.0,96.8,6.0,86.2,6.6
O=C(CCCn1c(=O)c2sccc2n(Cc2ccc(F)cc2)c1=O)NCc1ccco1,10.3,-6.0,0.2,3.1,1.0,105.2,1.8,106.9,3.9
CCCCN(C(=S)SC)C1CCS(=O)(=O)C1 (centres undefined),0.0,5.8,0.8,-11.3,0.0,103.2,-7.4,104.3,1.1
COc1ccc(C2CC(c3ccccc3)=NN2C(=S)Nc2ccccc2)cc1 (centres undefined),-4.3,2.9,/,9.9,5.0,106.1,0.1,108.5,-8.5
Cn1c(CCN2CCN(c3ccccn3)CC2)nc2cc(NS(=O)(=O)c3ccc(Cl)cc3)ccc21,11.1,-6.7,-0.5,-1.8,0.0,93.6,2.3,104.5,8.7
CCn1c(COc2cc(C)cc(C)c2)nnc1SCC(=O)N1CCN(c2ccccc2)CC1,-1.1,4.8,-1.2,-8.2,2.0,93.7,-8.1,94.3,/
O=S(=O)(c1cccs1)N1CCN(c2ccccc2)CC1,-0.4,3.2,-0.9,9.2,0.0,96.5,9.7,103.3,7.8
O=C(NCC(c1ccco1)N1CCN(c2ccccc2)CC1)c1cccs1 (centres undefined),-2.0,4.5,1.2,7.8,0.0,116.0,8.6,106.2,7.9
CC1=C(C)C(OCCBr)N(c2cc(O)c(Cl)cc2F)C1=O (centres undefined),6.3,-6.3,1.3,8.7,4.0,102.8,8.3,91.2,-0.6
C=CCN(CC=C)C(=O)C[n+]1ccc(C(N)=O)cc1,0.1,4.5,-1.0,-1.7,0.0,/,7.7,/,3.6
COc1cccc(C(C(=O)NC2CCCCC2)N(C(=O)c2ccco2)c2ccccc2OC)c1 (centres undefined),-2.3,-0.5,1.2,0.4,0.0,90.9,1.8,97.1,0.7
O=C(C1CC12CCCC2)N1CCC(CO)(Cc2ccccc2Cl)CC1 (centres undefined),2.6,3.9,-0.1,6.5,2.0,99.0,4.8,99.5,6.8
COc1ccc(C(=O)NCCSCc2ccccc2C)cc1,-2.3,6.3,0.9,-2.5,0.0,99.0,-0.7,91.8,-0.6
CCn1cc(/C=C(\NC(=O)c2ccc(OC)c(OC)c2)C(=O)N2CCOCC2)c2ccccc21,-1.9,-3.4,-0.6,-0.1,2.0,99.2,4.9,98.8,18.0
Cc1cccc(N2CCN(C(=O)c3cc(S(=O)(=O)N4CCOCC4)cn3C)CC2C)c1 (centres undefined),-1.1,1.0,0.0,-2.1,7.0,104.2,4.4,97.3,17.8
CC1CCc2sc3c(c2C1)c(=O)n(CC(=O)O)c(=O)n3Cc1ccc(Cl)cc1 (centres undefined),2.8,-4.0,0.6,8.9,0.0,99.5,6.7,102.7,18.1
O=C(Nc1ccc(Cl)cc1)Nc1ccc(N2CCOCC2)cc1,-0.1,-4.8,-1.0,-0.1,14.0,102.3,2.2,104.0,12.3
O=C(COc1ccc(Br)cc1)N1CCCCCC1,3.0,11.5,-1.7,2.7,1.0,100.5,1.7,93.8,10.8
CC(=O)Nc1ccc(S(=O)(=O)N2CCN(CC(=O)NC3CCCC3)CC2)cc1,-0.4,5.5,0.3,2.4,4.0,86.5,3.7,81.7,-5.7
CCOc1ccccc1OCCCOc1ccc([N+](=O)[O-])cc1Cl,3.7,4.3,1.5,4.5,2.0,95.6,3.5,96.5,-7.1
CS(=O)(=O)Nc1ccc2c(c1)nc1n2CCOC1,2.1,-3.3,0.6,4.2,0.0,100.3,4.3,87.6,3.9
Cc1ncn(-c2ccc(C(=O)Oc3ccccc3)cn2)n1,2.5,5.0,-1.9,1.1,0.0,97.0,5.0,95.6,3.1
CC1(C)CNC(=O)C=C(c2ccccc2)C1,0.2,1.6,-1.0,-5.9,0.0,98.6,-2.1,94.8,-7.7
CC(=O)Nc1ccc(C(=O)N2CCN(S(=O)(=O)c3ccc4c(c3)OCCCO4)CC2)cc1,/,1.3,/,0.0,0.0,103.5,-3.6,89.9,1.4
COc1ccc(NC(=O)c2cc(SC)ccc2Cl)cc1,2.8,0.5,1.7,-1.1,0.0,83.8[may fluoresce red],5.6,98.8[may fluoresce red],7.8
COc1ccc(S(=O)(=O)Oc2ccc3c(c2)O/C(=C\c2cccnc2)C3=O)cc1,-2.6,-1.5,1.1,5.5,0.0,103.2,0.8,97.5,-10.6
COc1cc(C(=O)NNC2=CC(=O)CC(C)(C)C2)cc(OC)c1OC,10.3,22.6,-2.5,0.0,1.0,106.6,3.2,99.4,8.5
Oc1c(Cl)cc(CN2CCCCC2)c2cccnc12,5.4,3.1,-1.5,32.0,0.0,97.2,4.3,103.8,3.5
CCOC(=O)N1CCC(NC(=O)CN2C(=O)CCSc3ccccc32)CC1,0.4,0.2,1.9,4.9,0.0,101.0,-0.8,113.1,17.4
O=C(NC1CCCCC1)c1ccc(CNc2nc(=S)[nH]c3ccccc23)cc1,0.9,6.2,-0.1,8.8,2.0,117.9,4.5,127.2,2.1
NNC(=O)c1ccc(N2CCc3ccccc32)c([N+](=O)[O-])c1,9.8,7.0,1.9,9.2,19.0,111.6,5.5,116.0,-6.1
Brc1ccc(C2=Nn3c(nnc3-c3cccnc3)SC2)s1,0.2,6.1,-0.6,10.0,0.0,95.1,4.4,83.9,7.8
CN(C(=O)COC(=O)CNC(=O)CNC(=O)c1ccc(Cl)cc1Cl)c1ccccc1,1.2,2.1,-0.1,-5.4,0.0,97.7,0.9,102.8,20.3
O=P(O)(O)c1ccccc1OCCCCCOc1ccccc1P(=O)(O)O,-1.7,0.3,3.4,1.5,3.0,102.8,3.6,105.2,16.6
N#CCN1CCN(CC(=O)Nc2ccc(OCc3ccccc3)cc2)CC1,8.0,1.4,1.0,0.0,0.0,96.9,9.2,107.8,3.3
COc1ccc(N2CCCn3c2nc2c3c(=O)n(Cc3ccccc3)c(=O)n2C)c(OC)c1,-1.9,3.1,0.6,-1.4,3.0,105.3,1.5,95.4,-1.3
CCOC(=O)C1CCCN(S(=O)(=O)Cc2ccccc2Cl)C1 (centres undefined),6.5,-2.0,-1.5,3.4,3.0,93.1,0.3,93.0,8.1
CCOC(=O)C1C(C#N)=C(N)OC(C)=C1c1ccncc1 (centres undefined),0.7,6.5,-4.1,10.6,0.0,100.3,11.2,107.0,-1.3
CCCCc1ccc(NC(=O)CSc2nc(=O)n(CCN(C)C)c3c2CCC3)cc1,-1.1,-5.4,2.9,-0.8,0.0,102.8,0.6,90.8,4.8
COc1ccc(Cc2nnc(NS(=O)(=O)c3ccc(NC(C)=O)cc3)s2)cc1,0.6,5.4,2.2,2.2,1.0,103.6,5.8,107.6,6.6
Cc1cc2c(cc1C)N(Cc1ccccc1)C1=NCCCN12,0.0,4.3,0.0,-6.8,0.0,107.1,-5.5,108.3,15.7
O=C(Cc1cccc2ccccc12)Nc1ccccc1,-1.7,-0.2,0.3,3.1,3.0,?,0.7,?,-4.8
O=C(NCc1ccccn1)C(=O)Nc1nc(-c2ccccc2)cs1,-0.2,-1.1,0.8,-7.0,1.0,112.3,12.9,93.4,19.6
CCOC(=O)C1=C(C)OC(N)=C(C#N)C1c1cc2c(cc1[N+](=O)[O-])OCO2 (centres undefined),5.2,38.0*,-2.5,44.3*,18.0,107.0,36.5*,109.0,25.3
NC1=NC[C@H](Cc2ccccc2)N1CC1CCCCC1,6.3,6.0,-1.5,-0.1,1.0,87.9,-0.3,96.7,2.0
COc1ccc([C@H]2CC(=O)C=C(c3cccc(C(C)C)c3)C2)cc1,/,0.4,/,5.2,0.0,93.4,5.4,97.9,0.5
Cc1cc(C)nc(NC(=O)C(c2ccccc2)c2ccccc2)c1,-4.4,6.7,-2.3,-5.7,8.0,91.0,-1.7,94.6,2.5
COc1cc(C(CCN2CCCC(C)C2)c2c(OC)cc(OC)c3c(-c4ccccc4)cc(=O)oc23)cc(OC)c1OC (centres undefined),9.2,13.0,-2.1,5.7,/,/,4.6,/,/

Next part.
structure,Fam108B inh,GLD-1 TGE inh,MEX-5 binding,MCL1 BIM primary,GRK2 aptamer HTS,AGP1-GFP MLPCN,BCLXL inh,CIT2 TOR yeast,VLA-4 inh
CCN(CC(=O)Nc1c(F)cccc1F)C(=O)COc1ccc2c(C)cc(=O)oc2c1,-3.4,3.2,2.3,5.2,0.0,106.5,1.1,103.3,11.3
O=C(N/N=C/c1ccc(OCc2ccccc2)cc1)c1ccco1,-3.0,1.9,0.5,-2.3,2.0,98.9,2.9,103.3,-11.7
O=C(COC(=O)C1CCN(/C=C/C(=O)C(F)(F)F)CC1)Nc1cccc(F)c1,-0.5,8.0,2.6,1.9,0.0,98.4,6.1,105.3,-1.5
Nn1c(SCC(=O)Nc2ccccc2)nnc(Cc2ccccc2)c1=O,-0.6,1.9,1.9,9.1,0.0,103.5,3.3,106.8,-16.0
Cn1c(=O)c2ccccc2n(Cc2ccccc2F)c1=O,5.9,1.5,1.1,2.4,4.0,98.0,1.0,100.3,9.8
CCN1C=C(Cc2ccc(F)cc2)C2=C(C1)C(c1ccc(F)cc1)C(C#N)=C(N)O2 (centres undefined),-9.6,41.1*,-0.7,8.0,3.0,94.0,9.5,104.4,-6.8
Cc1ccccc1-n1c(O)c(/C=N/N2CCCCC2c2cccnc2)c(=O)[nH]c1=O (centres undefined),-4.3,-9.9,5.1,-12.0,2.0,100.7,-3.4,104.0,-4.6
COC(=O)CSc1nc2c(c(-c3ccco3)c1C#N)CCCC2,-1.1,4.1,-0.6,-0.5,0.0,/,7.9,77.2,-5.6
Cc1cc(NC(=O)c2cccnc2)ccc1NC(=O)c1cc2ccccc2o1,-4.5,5.9,-0.6,-3.5,0.0,94.3,3.1,92.3,-5.2

Assay outcomes from PubChem BioAssay.

No enrichment for hits, and some 2.2% of all compounds hit somewhere here.
